JMJD2E inh: qHTS Assay for Inhibitors of Human Jumonji Domain Containing 2E (JMJD2E) | Lysine-specific demethylase 4E (Homo sapiens), B2RXH2 | JMJD2E catalytic domain, FDH-coupled NADH fluorescence (FDH is formaldehyde dehydrogenase) | Potency, µM (titrated, usually from 57.1 µM), inactives show at the highest dose activity change, negative = inhibition, actives largely listed as inhibitors | 230,000 compounds, 1.6% hits | AID 2147, 2009; active = well fitted inhibition curve with a large enough effect, not every such curve was filed as active; inconclusive = small, poorly fitted or top-dose-only effect, or another doubt; inactive = no such curve, though single readings can be large or run the other way;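 note: 0% = wells with enzyme and -100% = buffer wells without enzyme; nearly all actives have a fitted effect of over 50% in size; many of its hits are not listed in these tables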
Tau fibril FP: qHTS for Inhibitors of Tau Fibril Formation, Fluorescence Polarization; Microtubule-associated protein tau (Homo sapiens), P10636; K18 P301L tau heparin fibrillization, Alexa594 FP, 6 h; Potency, µM (highest dose often 57.7 µM), without a hit: top-dose activity, negative = inhibition, hits mostly inhibitors; 280,000 compounds, 0.39% hits; note: nearly all actives have a fitted effect of over 55% in size
Target sequence (P10636 561-689 P618L limits assumed): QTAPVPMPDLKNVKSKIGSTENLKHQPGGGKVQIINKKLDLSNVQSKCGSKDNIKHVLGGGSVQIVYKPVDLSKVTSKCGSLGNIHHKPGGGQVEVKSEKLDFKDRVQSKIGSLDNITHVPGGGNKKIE
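Recombinant K18 P301L […], labeled with Alexa 594 at 0.24 uM over 15 uM unlabeled; heparin inducer 20 uM final; 37 C, 6 hr; FP endpoint.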
Tau fibril ThT: qHTS for Inhibitors of Tau Fibril Formation, Thioflavin T Binding; Potency, µM (titrated, usually from 57.4 µM), for inactives: at the highest dose activity, negative = inhibition, most hits filed as inhibitors; 270,000 compounds, 2.1% hits; recombinant tau K18 P301L (four-repeat tau fragment), heparin-induced fibrillization, ThT fluorescence; note: nearly all actives have a fitted effect of over 55% in size
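Aggregation was driven by heparin (20 uM final) acting on recombinant tau […] bearing P301L in 100 mM sodium acetate pH 7; fibrils were detected with Thioflavin T.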
L3MBTL1 block: qHTS Assay for the Inhibitors of L3MBTL1; AlphaScreen L3MBTL1–H3K9me1 peptide binding; 230,000 compounds, 0.66% hits; Potency, µM (series often up to 57.1 µM), without a hit: at the top dose activity, negative = inhibition, actives largely listed as inhibitors; AID 485360, 2010; Lethal(3)malignant brain tumor-like protein 1 (Homo sapiens), Q9Y468; note: nearly all actives have a fitted effect of over 60% in size
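L3MBTL1 50 nM + b-AHA-H3(1-15)K9me1 75 nM, 30 min RT; compound added, 30 min RT; streptavidin donor/Ni-chelate acceptor beads 10 ug/mL each final, 30 min RT dark; AlphaScreen read.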
TR SRC2 fluor cs: Total Fluorescence Counterscreen for Inhibitors of the Interaction of Thyroid Hormone Receptor and Steroid Receptor Coregulator 2 | TRb/SRC2 Texas Red total fluorescence interference | 280,000 compounds, 0.29% hits | Potency, µM (titrated, usually from 106 µM), inactives show at the top dose fluorescence change, negative = quenching; active = well fitted curve in either direction with a large enough effect; inconclusive = small, poorly fitted or top-dose-only effect
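Flags fluorescent or light-absorbing compounds by total fluorescence, S + 2P, at 555 nm excitation and 632 nm emission. Mixture: 20 nM Texas Red SRC2 peptide, 0.6 uM human TRb LBD, 1 uM T3, 5% DMSO; compound exposure 5 h at ambient temperature.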
GoLoco inh red: qHTS Assay for Inhibitors of RGS12 GoLoco Motif Activity (Red Fluorophore) | Potency, µM (top dose mostly 61.6 µM), without a hit: at the top dose activity, negative = inhibition, most hits filed as inhibitors | 230,000 compounds, 0.44% hits | Guanine nucleotide-binding protein G(i) subunit alpha-1 (Homo sapiens), P63096 | Gai1:RGS12 GoLoco peptide FP, rhodamine, 10 min; active = well fitted inhibition curve with a large enough effect, not every such curve was filed as active; inactive = no such curve, though single readings can be large or run the other way; note: nearly all actives have a fitted effect of over 30% in size; many of its hits are not listed in these tables
Target sequence (P63096 whole entry, looked up): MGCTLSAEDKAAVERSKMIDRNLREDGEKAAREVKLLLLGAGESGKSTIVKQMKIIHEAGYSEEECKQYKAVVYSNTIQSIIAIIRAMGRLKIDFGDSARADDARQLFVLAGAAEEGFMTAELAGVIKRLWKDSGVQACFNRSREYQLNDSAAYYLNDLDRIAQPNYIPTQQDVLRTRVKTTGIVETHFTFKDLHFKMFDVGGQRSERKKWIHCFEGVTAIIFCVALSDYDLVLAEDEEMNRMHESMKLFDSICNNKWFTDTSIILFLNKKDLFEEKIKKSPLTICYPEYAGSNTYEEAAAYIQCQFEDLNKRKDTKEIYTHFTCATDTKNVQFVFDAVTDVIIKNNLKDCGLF
RECQ1 inh: qHTS Assay for Inhibitors of RecQ-Like Dna Helicase 1 (RECQ1); ATP-dependent DNA helicase Q1 (Homo sapiens), P46063; RECQ1 DNA unwinding, red fluorescence kinetic read; Potency, µM (top dose mostly 57.3 µM), inactives show at the highest dose activity, negative = inhibition, usual class: inhibitors; 240,000 compounds, 0.54% hits; AID 2549, 2010;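 note: plate controls were vehicle for no effect and no enzyme for full effect; nearly all actives have a fitted effect of over 30% in size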
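RECQ1T1 50 nM; forked duplex (20 bp + 30-nt ss tails) 200 nM, ATP 2 mM final; pH 8.0, 2 mM MgCl2, 2.5 ug/ml poly(dI-dC); 15 min compound preincubation; discontinuous kinetic read over 2 h at RT.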
TRb SRC2 PPI: qHTS for Inhibitors of the Interaction of Thyroid Hormone Receptor and Steroid Receptor Coregulator 2 | Thyroid hormone receptor beta (Homo sapiens), P10828 | TRbeta-SRC2 peptide binding, fluorescence polarization; receptor liganded with 1 µM T3 | Potency, µM (titrated, usually from 106 µM), inactives show at the top dose activity change, negative = inhibition, most hits filed as inhibitors | 280,000 compounds, 0.065% hits | AID 1469, 2008;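 note: plate controls were bound peptide for no effect and peptide without receptor for full effect; nearly all actives have a fitted effect of over 50% in size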
Target sequence (P10828 whole entry, looked up): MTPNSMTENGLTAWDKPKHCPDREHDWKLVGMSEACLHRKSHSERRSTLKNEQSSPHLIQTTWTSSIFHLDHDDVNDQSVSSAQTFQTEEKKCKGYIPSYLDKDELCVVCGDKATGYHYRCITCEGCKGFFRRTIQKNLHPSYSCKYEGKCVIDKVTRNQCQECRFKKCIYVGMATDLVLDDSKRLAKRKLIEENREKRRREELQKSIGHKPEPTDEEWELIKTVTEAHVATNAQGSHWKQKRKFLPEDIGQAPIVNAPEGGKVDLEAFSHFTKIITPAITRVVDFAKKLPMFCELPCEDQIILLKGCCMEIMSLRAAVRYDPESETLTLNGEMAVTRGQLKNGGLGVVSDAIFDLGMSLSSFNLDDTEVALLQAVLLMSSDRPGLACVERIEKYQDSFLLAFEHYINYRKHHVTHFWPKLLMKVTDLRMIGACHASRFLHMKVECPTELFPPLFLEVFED
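Read-out is fluorescence polarization (555 nm excitation, 632 nm emission) of a Texas Red SRC2 coactivator peptide; loss of signal reflects blocked binding to human TRb ligand-binding domain in the presence of 1 uM T3.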
An asterisk follows results filed as active; i = inactive; u = inconclusive; x = no result given; [ ] = another dose, or the depositor's remark. Unless noted, calls come from the whole dose curve; as a rule, active = well fitted curve in the direction sought with a large enough effect; inconclusive = small, poorly fitted or top-dose-only effect, or another doubt; inactive = no such curve, though single readings can be large; an effect the other way counts as inactive or inconclusive. Unless noted, % is set by controls: 0 for no effect and ±100 for the full control effect; potency is the fitted concentration of half-maximal effect. Not all compounds are listed (hit frequency here may not be typical).

SMILES	TRb SRC2 PPI	JMJD2E inh	L3MBTL1 block	RECQ1 inh	GoLoco inh red	TR SRC2 fluor cs	Tau fibril FP	Tau fibril ThT
O=C(CSc1nc2[nH]ncc2c(=O)[nH]1)Nc1ccccc1	-4%	0%	x	3%	4%	0%	-2%	0%
CC[C@]1(c2ncc[nH]2)Cc2ccccc2O1	-5%	13%	x	7%	6%	-1%	1%	-8%
COc1ccc(Br)cc1C(=O)Nc1ccc(NC(=O)c2ccco2)cc1	-6%	u	x	-7%	-7%	-6%	-14%	-13%
CCCCOc1ccc(Cc2cnc(N)nc2N)cc1	0%	4%	x	13%	5%	0%	0%	x
CN(C)S(=O)(=O)c1ccc(NS(=O)(=O)/C=C/c2ccccc2)cc1	2%	12%	x	-14%	-2%	-3%	-9%	-6%
CC(=O)c1sc(NC(=O)COc2ccc(Cl)cc2Cl)nc1C	8%	2%	-6%	i	21%	-1%	u	-5%
OC(CN1CCCCC1)CN(c1ccccc1)c1ccccc1 (centres undefined)	-18%	u	-2%	-11%	0%	-2%	-5%	3%
Cc1ccc(-n2nc(C(=O)O)cc2-c2ccc(Cl)cc2)cc1	-5%	-4%	27%	1%	8%	-3%	3%	4%
Cc1cccc(NC(=O)CCNS(=O)(=O)c2cccc3nonc23)c1C	-10%	-3%	x	-3%	8%	-2%	-3%	-3%
COc1ccc(CCNC(=O)CCNS(=O)(=O)c2cccc3nsnc23)cc1OC	2%	-8%	6%	-1%	-11%	0%	1%	-3%
Cc1nn2c(-c3ccco3)ccnc2c1-c1ccc(Cl)cc1	1%	x	x	x	x	-1%	u	u
CCOc1ccccc1Nc1nnc(SCc2nnc(-c3cc(OC)c(OC)c(OC)c3)o2)s1	0%	2%	-5%	-8%	1%	8%	13%	u

Later entries
SMILES	TRb SRC2 PPI	JMJD2E inh	L3MBTL1 block	RECQ1 inh	GoLoco inh red	TR SRC2 fluor cs	Tau fibril FP	Tau fibril ThT
Cc1cc(OCCCCCn2ccnc2)cc(C)c1Cl	7%	10%	x	9%	-1%	-1%	u	u
COc1ccc(C2CC(=O)C=C(NCCC(C)C)C2)cc1 (centres undefined)	3%	8%	4%	i	10%	-3%	2%	-5%
COc1cccc2cc(-c3n[nH]c(=S)n3C)oc12	8%	u	x	-3%	4%	-7%	-4%	-18%
CCOC(=O)/C(=N\Nc1cc(C(F)(F)F)ccc1Cl)N(CC)CC	-4%	-1%	x	0%	-11%	-7%	-8%	-20%
COc1cccc(C(=O)NCc2nc(-c3ccccc3)no2)c1OC	3%	x	x	x	x	-3%	-4%	-13%
O=C(O)CSc1nc(-c2ccccc2)cc(=O)[nH]1	0%	-5%	x	-14%	1%	-6%	2%	-3%
OCC1OC(/C=C\c2ccccc2)C=CC1Oc1ccc2c(c1)OCO2 (centres undefined)	8%[11.2 µM]	x	x	-7%[11.5 µM]	x	1%[11.2 µM]	10%[11.6 µM]	u
Cc1c(NC(=O)CSc2nncc3ccccc23)c(=O)n(-c2ccccc2)n1C	-7%	11%	7%	i	-4%	1%	-4%	-6%
O=C(NCc1ccco1)Nc1cccc([N+](=O)[O-])c1	0%	1%	x	i	4%	-1%	-3%	-7%
N#Cc1c(NC(=O)c2ccc(N3CCOCC3)c([N+](=O)[O-])c2)sc2c1CCCC2	1%	17%	8%	-5%	0%	10%	6%	u
Cc1c(Br)cc(C(=O)NCCCN2CCOCC2)c(C)c1C	-2%	-1%	x	-4%	0%	1%	-3%	-6%
CCOc1ccc(CNC23CN4CN(CN(C4)C2)C3)cc1	0%	-1%	2%	u	1%	0%	6%	-2%

Whole records, looked up by structure. Order of values: TRb SRC2 PPI, JMJD2E inh, L3MBTL1 block, RECQ1 inh, GoLoco inh red, TR SRC2 fluor cs, Tau fibril FP, Tau fibril ThT
COc1cccc(C(=O)NCc2nc(-c3ccccc3)no2)c1OC across the screens: 3%, x, x, x, x, -3%, -4%, -13%
Cc1c(NC(=O)CSc2nncc3ccccc23)c(=O)n(-c2ccccc2)n1C across the screens: -7%, 11%, 7%, i, -4%, 1%, -4%, -6%

Continued:
SMILES	TRb SRC2 PPI	JMJD2E inh	L3MBTL1 block	RECQ1 inh	GoLoco inh red	TR SRC2 fluor cs	Tau fibril FP	Tau fibril ThT
Cc1ccccc1NC1=C(Cl)C(=O)OC1NC(=O)c1ccccc1 (centres undefined)	4%	3%	x	i	10%	-2%	-5%	-10%
Cc1cccc(N(CC(=O)N2CCN(C)CC2)S(=O)(=O)c2ccccc2)c1	0%	6%	-20%	-6%	11%	-1%	0%	-3%
CCN(CC)c1ccc(CN(C(=O)Cc2coc3ccc(C)cc23)C2CCS(=O)(=O)C2)cc1 (centres undefined)	4%	x	x	x	x	10%	8%	u
COc1ccc(/C=C/C(=O)O)cc1S(=O)(=O)N1CCc2ccccc2C1	-6%	-4%	u	12%	2%	-1%	-3%	-9%
CSc1cccc(NC(=S)Nc2cc(C)ccc2C)c1	-4%	5%	-7%	i	6%	0%	-5%	-1%
CCCCn1c(C(C)NC(=O)CCC)nc2ccccc21 (centres undefined)	-1%	2%	10%	-17%	0%	-1%	-1%	-7%
O=C(CSc1nccn1-c1ccc(F)cc1)NCc1ccc(F)cc1	-1%	4%	-6%	-14%	-1%	-1%	-6%	0%
CCOC(=O)NN1C(=O)c2ccccc2NC1c1cccnc1 (centres undefined)	-2%	u	x	-3%	20%	-2%	-13%	-3%
O=C(O)/C=C/C(=O)NC1CCS(=O)(=O)C1 (centres undefined)	-3%[53 µM]	3%	8%	-11%	-6%	0%[53 µM]	-3%	5%
CCOc1ccc(CC(=O)NCCc2csc(-c3ccc(C(F)(F)F)cc3)n2)cc1	-8%	x	x	x	x	2%	-3%	-1%
COC(=O)c1cn(NC(=O)c2cccc(F)c2)c(=O)c2ccccc12	-7%	3%	x	-7%	5%	-7%	8%	-7%
CCC(C)NC(=S)N1CCN(C)CC1 (centres undefined)	7%	u	x	7%	3%	0%	3%	-9%

The results go on.
SMILES	TRb SRC2 PPI	JMJD2E inh	L3MBTL1 block	RECQ1 inh	GoLoco inh red	TR SRC2 fluor cs	Tau fibril FP	Tau fibril ThT
O=C(CN1C(=O)CSC1=O)c1ccccc1	-4%	0%	x	1%	10%	2%	-6%	-16%
Cc1nn(-c2ccccc2)c(N)c1N=Nc1ccccc1	-3%	3%	-23%	-18%	4%	1%	2%	8.9µM*
CC(C)[C@H](NC(=O)c1ccccc1)C(=O)OCC(=O)N1CCCCCC1	-4%	-10%	3%	-3%	1%	3%	-3%	11%
COc1ccc(NC(=O)C2=C(C)Nc3ncnn3C2c2sccc2C)cc1 (centres undefined)	3%	x	x	x	x	2%	-3%	-6%
COc1ccc(C/C(C)=N/NC(=O)C2COc3ccccc3O2)cc1 (centres undefined)	-7%	84%[activator]	-7%	-6%	7%	0%	-4%	-7%
COc1ccc(-c2nn(-c3ccccc3)cc2/C=C/C(=O)OCC(=O)Nc2cccc(C#N)c2)cc1	5%	-4%	-1%	-5%	-31%	7%	-2%	3%
Cc1ccccc1-n1nnnc1Sc1nnnn1-c1ccccc1	7%	-9%	x	-15%	5%	0%	5%	-17%
CCN(CC)c1ccc(NC(=O)Cn2cc3c(n2)CCC(C)C3)c(C)c1 (centres undefined)	9%	0%	-14%	-2%	-30%	0%	-5%	u
O=C(O)Cc1sc(-c2cccnc2)nc1-c1ccc(Br)cc1	-2%	u	x	-8%	13%	-2%	-2%	u
CCOc1ccccc1-n1nnnc1SCc1nc2ccccc2s1	10%	-5%	8%	-8%	23%	2%	-3%	-7%
CC(C)CCn1c(=O)c2sccc2n2c(CCCC(=O)NC3CCC(C)CC3)nnc12 (centres undefined)	-2%	x	x	x	x	-1%	-4%	5%
O=c1c2ccccc2nc(SCc2ccccc2)n1CC1CCCO1 (centres undefined)	2%	3%	x	i	-9%	-1%	0%	-10%

Remaining list, next part:
SMILES	TRb SRC2 PPI	JMJD2E inh	L3MBTL1 block	RECQ1 inh	GoLoco inh red	TR SRC2 fluor cs	Tau fibril FP	Tau fibril ThT
CCCSc1ncc(Cl)c(C(=O)Nc2c(C(=O)c3ccc(F)cc3)oc3ccccc23)n1	5%	x	x	x	x	-22%	-8%	-14%
COCCCNc1ccc([N+](=O)[O-])cc1C(=O)Nc1cccc(C)n1	-4%	4%	-22%	i	13%	-9%	-1%	-10%
O=C(NCCc1c[nH]c2ccccc12)C1CCN(c2nnc(N3CCCC3=O)s2)CC1	-5%	0%	-4%	-14%	11%	-2%	15%	u
O=S1(=O)CC2SC(=S)N(c3ccccc3)C2C1 (centres undefined)	-7%	1%	x	-5%	5%	-1%	-3%	x
COC(=O)c1cccc(CSc2nc3ccccc3[nH]2)c1	4%	2%	2%	u	-1%	-4%	-4%	-10%
O=C(CSc1nnc2ccc3ccccc3n12)N1CCOCC1	-8%	-1%	-5%	i	2%	0%	-10%	9%
Cc1ccc(NC(=O)CCn2nnc3ccccc32)cc1	0%	-23%	-1%	i	14%	-2%	9%	0%
O=C(Sc1nnc(-c2ccccc2)o1)N1c2ccccc2Sc2ccccc21	-4%	u	-14%	-5%	-2%	-2%	13%	u
Oc1cccc(Nc2ccccc2)c1	1%	x	-10%	-5%	-1%	0%	x	x
COc1ccc(C(=O)c2coc(-c3ccccc3C(=O)O)c2C(=O)O)cc1	-1%	-1%	1%	0%	0%	-6%	4%	-1%
CCC(=O)N1CCc2cc(Br)cc(S(=O)(=O)CCC(=O)N3CCN(c4ccccc4F)CC3)c21	-15%	x	x	x	x	1%	-6%	-9%
COc1ccccc1N1CCN(c2nc3ccccn3c(=O)c2C=O)CC1	1%	2%	u	-3%	7%	0%	-1%	-12%
Cn1c(CC(=O)Nc2ccc(Cl)c(Cl)c2)n[nH]c1=S	6%	-10%	-24%	-9%	13%	-4%	-9%	-5%
